Screens (PubChem BioAssay)
HTR5A inv ag: HTR5A inverse agonism, opioid heterodimer counter-screen; P47898; HTR5A cell line, luminescence; inhibition, % at 9.3 µM; actives 0.083% (n = 340,000); AID 504634; in the data active = inhibition mostly above about 23%, no sharp cut-off; inactive = mostly below about 18%;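 note: 0% = cells with DMSO and 100% = no-cell wells with DMSO; some compounds called inactive have numbers as strong as hits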
Target sequence (P47898 whole entry, looked up): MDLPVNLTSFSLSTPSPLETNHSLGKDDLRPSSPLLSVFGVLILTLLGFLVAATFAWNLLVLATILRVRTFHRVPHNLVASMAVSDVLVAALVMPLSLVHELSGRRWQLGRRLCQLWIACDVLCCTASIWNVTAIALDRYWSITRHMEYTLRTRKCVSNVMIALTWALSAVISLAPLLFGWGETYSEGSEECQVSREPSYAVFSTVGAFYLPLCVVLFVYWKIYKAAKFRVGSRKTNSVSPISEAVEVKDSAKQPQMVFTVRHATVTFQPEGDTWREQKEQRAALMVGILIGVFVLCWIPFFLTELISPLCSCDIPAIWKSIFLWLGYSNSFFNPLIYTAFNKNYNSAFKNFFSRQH
OPRM1-OPRD1 inv: mu-delta opioid heterodimer inverse agonism | actives 0.21% (n = 340,000) | AID 504357 | cell-based MOR-DOR heterodimer luminescence | inhibition, % at 9.3 µM; in the data active = inhibition above about 22%, passing the limit was not always enough;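 note: 0% = cells with DMSO and 100% = wells without cells with DMSO; values of inactives mirror those of a sister screen read the other way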
MOR-DOR ag: agonists of human mu-delta opioid receptor heterodimerization. P35372+P41143. cells, OPRM1-OPRD1 heterodimerization, luminescence. activation, % at 9.3 µM. actives 0.3% (n = 340,000). AID 504326; in the data active = activation above about 18%;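 note: 0% = vehicle-treated cells and 100% = reference agonist; values of inactives mirror those of a sister screen read the other way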
Keap1-Nrf2 PPI: disrupts human Keap1 binding to Nrf2 peptide; actives 0.15% (n = 340,000); Keap1 Kelch-Nrf2 peptide fluorescence polarization, 1536-well; inhibition, % at 9.4 µM; Q14145; in the data active = inhibition above about 12%;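 note: human Keap1 Kelch domain with fluorescein labeled Nrf2 9mer peptide probe; 0% = neutral control wells and 100% = peptide positive control; higher means more block of Keap1 binding to Nrf2 peptide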
Target sequence (Q14145 whole entry, looked up, the tested form may be a part): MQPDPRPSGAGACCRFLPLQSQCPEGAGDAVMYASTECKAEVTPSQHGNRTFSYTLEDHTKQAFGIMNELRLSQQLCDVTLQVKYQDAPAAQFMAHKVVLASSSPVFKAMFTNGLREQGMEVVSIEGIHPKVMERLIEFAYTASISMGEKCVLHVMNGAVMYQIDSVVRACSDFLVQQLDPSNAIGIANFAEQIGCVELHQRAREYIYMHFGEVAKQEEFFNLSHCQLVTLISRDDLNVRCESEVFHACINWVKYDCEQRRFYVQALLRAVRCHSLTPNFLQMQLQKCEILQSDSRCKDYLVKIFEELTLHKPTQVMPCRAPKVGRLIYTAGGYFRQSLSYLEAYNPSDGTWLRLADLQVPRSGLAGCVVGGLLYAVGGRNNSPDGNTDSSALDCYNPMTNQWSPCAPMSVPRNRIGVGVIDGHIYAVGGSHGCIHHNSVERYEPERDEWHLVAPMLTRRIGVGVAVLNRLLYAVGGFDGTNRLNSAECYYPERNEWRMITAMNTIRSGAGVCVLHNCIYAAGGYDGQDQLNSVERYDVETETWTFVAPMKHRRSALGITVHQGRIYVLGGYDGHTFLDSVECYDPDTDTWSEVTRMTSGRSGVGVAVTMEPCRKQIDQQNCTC
C-LANA FP: inhibitors of KSHV LANA C-terminal domain DNA binding. MBP-C-LANA/FAM-LBS DNA binding, fluorescence polarization. inhibition, % at 9 µM. actives 0.078% (n = 340,000). AID 504423;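 active = highest replicate inhibition at or above 60% at 9 µM, even if other replicates fall short; inactive = all replicates below 60% inhibition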;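 note: 0% = neutral control wells and 100% = 4 µM acridine orange control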
CAL PDZ FP: inhibitors of human CAL PDZ peptide binding. Q9HD26. purified CAL PDZ, TMR-peptide fluorescence polarization, 1 h. inhibition, % at 24.9 µM. actives 0.92% (n = 300,000). AID 602252;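 active = mean inhibition of at least 30% with at least half of replicates also reaching 30%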;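 note: 0% = DMSO neutral control and 100% = excess unlabeled competitor peptide PRC23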
cardiac RTF act: increases calcium sensitivity of human cardiac regulated thin filaments; actives 0.24% (n = 340,000); P19429+P45379; activation, % at 7.2 µM; IANBD-labeled TnC RTF fluorescence at EC20 calcium; 0% EC20 calcium, 100% full calcium;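 active = activation above the mean over all tested compounds plus 3 SD, cut at about 30% in these data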;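 note: rise in fluorescence read as greater calcium sensitivity of cardiac thin filaments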
RTF Ca sens inh: cardiac RTF calcium desensitization; P19429+P45379; IANBD-labeled cardiac RTF, Ca2+ fluorescence; inhibition, % at 7.15 µM; actives 0.12% (n = 340,000); AID 493244;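 active = inhibition above the mean inhibition of all tested compounds plus 3 SD, cut at about 17% in these data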;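 note: assay run at fixed EC70 calcium of 1.6 mM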
V-ATPase pH: yeast V-ATPase proton transport regulation by pHLuorin; actives 0.37% (n = 350,000); response, % at 10 µM; S. cerevisiae, pHLuorin cytosolic pH fluorescence; in the data active = response mostly above about 7.3%, no sharp cut-off; inactive = mostly below about 5.4%; note: actives read high; inactives centre near 0; some compounds called inactive have numbers as strong as hits; reference of the scale not given here
HTR5A ag: activates human HTR5A in OPRM1-OPRD1 agonist counter-screen; P47898; HTR5A agonist assay, luminescence, cell-based; activation, % at 9.3 µM; actives 0.61% (n = 340,000); in the data active = activation mostly above about 9.5%, no sharp cut-off; inactive = mostly below about 7.6%;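 note: 0% = cells with vehicle only and 100% = reference agonist; strong numbers were not always called active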
* marks the source's active call; other numbers are inactive results; / = not tested or not shown.

Fields – HTR5A inv ag, cardiac RTF act, OPRM1-OPRD1 inv, RTF Ca sens inh, C-LANA FP, CAL PDZ FP, HTR5A ag, V-ATPase pH, MOR-DOR ag, Keap1-Nrf2 PPI
1	CNS(=O)(=O)c1cnccc1N1CCN(C)CC1
    -34, 1, 15, -6, 0.0, -1, -2, -1, -2.8, 1
2	C=CCOc1cccc(C2C(C(=O)c3ccc(C)o3)=C(O)C(=O)N2CCN(C)C)c1 (configuration not stated)
    12, 4, -5, -13, -1.0, 0, 2, 1, 0.8, -9
3	O=C(Cc1ccccc1Cl)N/N=C/c1cccnc1
    11, -3, 21, -4, -1.3, -2, 4, 3, -3.9, -3
4	Cc1ccc(SCc2cc(=O)[nH]c(Nc3nc(C)c4ccc(C)cc4n3)n2)cc1
    -2, 7, 3, -10, -0.8, -6, 5, 1, -0.5, 0
5	CC(OC(=O)CN1C(=O)C2CC=CCC2C1=O)C(=O)Nc1ccc(F)cc1Cl (configuration not stated)
    11, -2, 6, -3, 0.6, 0, 0, -6, -1.1, -5
6	CCN(c1ccccc1)S(=O)(=O)c1nnc(NC(=O)c2ccco2)s1
    7, 3, 1, -2, 0.7, 1, -2, 0, -0.2, 2
7	Cc1ccc(SCC(=O)OCC(=O)NCCc2ccccc2)cc1
    8, -6, 8, 3, 0.2, /, -2, -3, -1.6, -2
8	CC(=O)c1ccc(OC(=O)N(c2ccccc2)c2ccccc2)cc1
    10, 0, 14, -2, -1.8, 1, -1, -3, -3.1, 2
9	Cc1ccc(S(=O)(=O)N(CC(=O)Nc2cccc(C)c2C)C(=O)N2CCN(C)CC2)cc1
    2, 8, 15, -5, 2.2, -4, -1, -3, -2.9, -2
10	CCNc1nc(Oc2c(Cl)cccc2Cl)cc(C(F)(F)F)n1
    5, 1, -26, 6, -2.5, 1, 3, 1, 5.2, -5
11	Cc1nn(CC(=O)NC(=O)NC2CCCCC2C)c(=O)c(C#N)c1C (configuration not stated)
    -11, -3, -1, -2, /, 4, 4, -6, 0.2, /
12	Cc1oc2ccc(O)cc2c1C(=O)c1ccc(Br)cc1
    -10, -4, -69, -1, -1.2, -3, 5, 2, 13, 2
13	O=C(Nc1ccc(Cl)cc1F)c1ccc(COc2c(F)c(F)c(F)c(F)c2F)o1
    -28, 1, -10, 6, -1.0, -3, 12, 0, 2.1, -2
14	O=C(NCC(c1ccco1)N1CCCC1)c1cccc(S(=O)(=O)Nc2ccc(F)cc2)c1 (configuration not stated)
    6, 4, -3, -13, 0.3, 5, -2, -1, 0.8, 2
15	Cc1cc(OCC(=O)OCC(=O)NC2CCCCCC2)ccc1Cl
    3, -3, -13, -8, -0.7, -7, -1, 0, 3.1, -3
16	O=C(NCc1nc2ccccc2[nH]1)c1cccs1
    -3, -2, 4, 1, 0.9, -1, 2, 0, -0.6, -10
17	CCCCOc1ccc(N(CC(=O)NC2CCCCC2)C(=O)c2snc(C(N)=O)c2N)cc1
    6, 1, 2, -3, -0.6, /, -2, 4, -0.2, -2
18	Cc1cc(NC(=O)C(C)SCC(=O)NCc2ccc(F)cc2)no1 (configuration not stated)
    -18, -1, -3, -7, 0.2, /, 1, 3, 0.9, 2
19	NS(=O)(=O)c1ccc(CCNC(=O)C(=O)NCC2OCCN2S(=O)(=O)c2cc(F)ccc2F)cc1 (configuration not stated)
    -15, 1, 4, -3, -0.7, 0, 5, -2, -0.7, -3
20	NNC(=O)c1ccc(COc2ccc3ccccc3c2)o1
    -19, -8, 0, -1, 0.3, -2, 7, 0, 0.0, -1

Part of the list above, with each value named.
#17 CCCCOc1ccc(N(CC(=O)NC2CCCCC2)C(=O)c2snc(C(N)=O)c2N)cc1
  HTR5A inv ag: 6
  cardiac RTF act: 1
  OPRM1-OPRD1 inv: 2
  RTF Ca sens inh: -3
  C-LANA FP: -0.6
  CAL PDZ FP: /
  HTR5A ag: -2
  V-ATPase pH: 4
  MOR-DOR ag: -0.2
  Keap1-Nrf2 PPI: -2
#18 Cc1cc(NC(=O)C(C)SCC(=O)NCc2ccc(F)cc2)no1 (configuration not stated)
  HTR5A inv ag: -18
  cardiac RTF act: -1
  OPRM1-OPRD1 inv: -3
  RTF Ca sens inh: -7
  C-LANA FP: 0.2
  CAL PDZ FP: /
  HTR5A ag: 1
  V-ATPase pH: 3
  MOR-DOR ag: 0.9
  Keap1-Nrf2 PPI: 2

The results go on.
Fields – HTR5A inv ag, cardiac RTF act, OPRM1-OPRD1 inv, RTF Ca sens inh, C-LANA FP, CAL PDZ FP, HTR5A ag, V-ATPase pH, MOR-DOR ag, Keap1-Nrf2 PPI
21	CCOC(=O)C1CCN(C(=O)c2ccc(NS(=O)(=O)c3ccc(F)cc3C)cc2)CC1
    7, 3, 4, 7, -0.4, 4, -2, 4, -0.8, 2
22	CC1=NC(C(F)(F)F)(C(F)(F)F)C2=C(CC(C)(C)CC2=O)N1Cc1ccco1
    0, -2, -9, 8, 1.3, -1, 2, 1, 1.6, -1
23	CC(=O)c1ccc(NC(=O)C2(S(=O)(=O)c3ccccc3)CC2)cc1
    11, 4, 4, -10, 0.7, 0, -4, 1, -0.8, -5
24	CC(C)OC(=O)c1ccc(NC(=O)c2ccco2)cc1
    6, 1, 7, 3, -2.4, -2, -2, -4, -1.2, 3
25	Cc1ccc(C(=O)N/C(=C\c2ccc3c(c2)OCO3)C(=O)N2CCOCC2)cc1
    12, -7, -1, 11, 0.9, /, -5, 4, 0.1, 5
26	Cc1cccc2c(=O)cc(C)n(CC(=O)N3CCOCC3)c12
    -5, -3, -5, -1, 0.1, -1, -5, 0, 0.9, -3
27	COc1ccc(OCC(=O)NNC(=O)C(=O)Nc2cc(OC)ccc2OC)cc1
    1, -2, 10, -12, -0.7, -1, 0, -1, -1.9, 1
28	COc1ccc(/C=c2\sc3nc(=O)c(C)nn3c2=O)c(OC)c1
    -8, 8, 11, -6, 3.2, /, 1, 5, -2.1, 0
29	COc1ccc(C2CC(c3c(-c4ccccc4)c4cc(Cl)ccc4[nH]c3=O)=NN2S(C)(=O)=O)cc1 (configuration not stated)
    -27, 9, 11, 7, -2.0, -2, 10, 0, -2.0, -4
30	CCn1c(SCC(=O)c2ccccc2)nnc1-c1ccoc1C
    -25, 13, 12, 1, 0.1, -5, 1, 5, -2.1, -6
31	CCCN1CCc2c(sc3nc(SCC)n(-c4ccccc4)c(=O)c23)C1
    -10, -4, 19, -8, -0.3, -5, 3, 1, -4.1, -5
32	O=C(COc1ccc(Br)cc1)N1CCN(c2ncccn2)CC1
    -10, -4, 2, -5, 1.7, 0, 4, -1, -0.6, -6
33	Cc1noc(C)c1S(=O)(=O)Nc1ccc2c(c1)C(=O)N([C@H](C)CO)C[C@H](C)[C@@H](CN(C)C(=O)NC(C)C)O2
    1, -3, 10, -1, -2.4, -3, 0, 2, -2.2, 2
34	C(=N\N1CCN(Cc2ccccc2)CC1)/c1ccc(-c2ccccc2)cc1
    -2, -8, -11, -3, 0.1, -5, 1, 1, 1.7, 2
35	CC(C)CNC(=O)COC(=O)c1c2c(nc3ccccc13)/C(=C/c1cccs1)CC2
    0, -2, -7, 3, 1.2, -4, 4, -6, 1.4, -1
36	CC(C)=CC(=O)OCC(=O)Nc1cc(C)ccc1C
    -3, -4, 4, -5, 0.4, -5, 1, 4, -0.8, -4
37	Cc1c(C(=O)OCCOc2ccccc2)[nH]c2c1C(=O)CCC2
    -6, -3, 11, -4, -0.4, -1, 2, 0, -2.3, -1
38	C/C(=N\NC(=O)C(C)Nc1cccc(Cl)c1)c1ccc([N+](=O)[O-])cc1 (configuration not stated)
    -2, -3, -51, -25, -1.5, -3, -2, 0, 8.3, -5
39	Cc1ccc(SCC(=O)OCC(=O)NCC2CCCCC2)cc1C
    -13, -8, -8, -2, -1.5, -4, 2, 7, 1.2, 0
40	COc1cc(C(=O)OCC(=O)NCC2CCCO2)cc(OC)c1OC (configuration not stated)
    11, -3, 6, 1, 0.8, -1, -4, -1, -1.3, -2
41	Cc1cc2oc(C(=O)Nc3ccc(S(=O)(=O)N4CCCC(C)C4)cc3)cc(=O)c2cc1Cl (configuration not stated)
    -14, 9, 2, -5, -0.6, -8, 5, -1, -0.4, 1
42	CN(Cc1ccc(F)cc1)C(=O)COc1ccccc1-c1ccccc1
    14, -3, -22, 6, 2.1, -4, 4, 5, 4.2, -2
43	COC(=O)c1ccc(NC(=O)C2CC(=O)N(c3cc(C)ccc3C)C2)cc1 (configuration not stated)
    1, 8, 11, -3, 2.5, -5, -1, 0, -1.9, 0
44	COC(=O)CCCC(=O)N1CCCC(C(=O)c2ccc(-c3ccccc3)cc2)C1 (configuration not stated)
    29, -3, -8, -9, -2.8, -8, 0, 3, 1.4, -3
45	CC(Sc1n[nH]c(N)n1)C(=O)NC1CCCCC1C (configuration not stated)
    0, -4, 16, 1, -0.6, /, 0, 1, -3.1, 1
46	CCCCCC(=O)N/N=C(\C)c1ccc(NC(=O)c2ccco2)cc1
    -20, 2, 14, -10, -3.2, -1, 8, -3, -2.8, 3
47	N#CCSc1nnc(COc2ccccc2)n1-c1ccccc1
    -11, 5, 8, -6, 0.0, -1, 0, 0, -1.4, -4
48	Fc1ccc(-n2c(Cc3ccccc3)nnc2SCc2nc(-c3ccc(Cl)cc3)no2)cc1
    25, -1, -16, -10, -2.7, -1, -2, -1, 3.0, -2
49	COCCNC(=O)CN(C(=O)Cn1nnc2ccccc21)c1ccccc1
    11, -1, 6, -2, 1.8, -3, -2, -8, -1.1, 3
50	CCOc1ccc(C(=O)N(CN2CCCC2=O)c2ccccc2)cc1
    30, -2, 2, 2, -0.1, -2, -12, 5, -0.5, -3
51	CCc1ccc(NC(=O)C(=O)NCC2CCCN2S(=O)(=O)c2cccs2)cc1 (configuration not stated)
    8, -8, 7, 1, -0.6, -2, -3, 3, -1.4, -1
52	CC(=O)Nc1cc(NC(C)=O)cc(C(=O)OCC(=O)N2CC(C)OC(C)C2)c1 (configuration not stated)
    11, -2, 6, -9, -0.3, 2, 1, -2, -1.5, -2
53	CCOC(=O)c1sc2nc(CN3CCCCC3)nc(Cl)c2c1C
    -3, 2, 15, -5, -0.2, -4, 1, 1, -3.3, -2
54	CNC(=O)COC(=O)/C=C/c1cccc(F)c1
    -1, -4, -6, 6, -1.9, -3, -1, -3, 1.0, 2
55	O=C(NCc1ccncc1)c1cn(-c2ccccc2)nc1-c1cccnc1
    19, 5, -39, 1, 0.6, -4, 7, 6, 7.3, -4
56	O=C(CC1(O)C(=O)N(Cc2ccccc2)c2ccccc21)c1ccncc1 (configuration not stated)
    22, -2, 40*, 1, 0.2, -4, -9, 0, -8.1, 0

Rows are unselected, and some 2.8% of all compounds hit somewhere here.
